Bioassay records as filed in PubChem.
SIRT5 inh = sirtuin-5 (human) deacylase inhibition | actives 1.1% (n = 330,000) | Purified SirT5, succinyl-peptide AMC, trypsin-coupled fluorescence | inhibition, % at 15 µM | AID 652115 | Q9NXA8; in the data active = inhibition above about 15%; inconclusive = no clear call, values can overlap the other calls
Target sequence (Q9NXA8 whole entry, looked up): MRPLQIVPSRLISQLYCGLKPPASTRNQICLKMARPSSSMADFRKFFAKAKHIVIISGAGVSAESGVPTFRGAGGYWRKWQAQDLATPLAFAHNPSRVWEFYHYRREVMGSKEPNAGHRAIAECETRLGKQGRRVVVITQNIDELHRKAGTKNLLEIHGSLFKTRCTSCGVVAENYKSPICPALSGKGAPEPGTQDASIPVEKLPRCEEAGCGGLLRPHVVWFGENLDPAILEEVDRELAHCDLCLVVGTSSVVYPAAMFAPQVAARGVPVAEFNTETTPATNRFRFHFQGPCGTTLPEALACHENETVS
LGR2 inh = Drosophila LGR2 receptor signaling inhibition | HEK293 LGR2, CRE-luciferase, bursicon-stimulated, 4 h | inhibition, % at 9.99 µM | actives 0.35% (n = 380,000) | AID 720647;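 active = drop in luminescence signal, shown as inhibition above about 50% in the replicate tests, limit read from the data, passing the limit was not always enough; inconclusive = probably only some replicates passing the limit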;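 also: agonist challenge used bursicon conditioned medium at about half maximal strength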
PAX8 inh HTS = lowers PAX8-driven luciferase in RMG-I cells; RMG-I TPO-luciferase reporter, SteadyGlo, 24 h; inhibition, % at 12.6 µM; actives 1.2% (n = 360,000); AID 652154;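 active = mean replicate inhibition at least 60% with every replicate also reaching 60%; inconclusive = only one of the two criteria is met; inactive = mean below 60% and not all replicates reaching 60%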;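 also: luciferase light reporting Pax8 driven TPO promoter activity; plate controls were median of neutral control wells for no effect and mitoxantrone controls for full effect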
Casp6 inh = inhibitors of human caspase-6 | P55212 | purified caspase-6, Z-VEID-R110 cleavage fluorescence | inhibition, % at 12.5 µM | actives 0.53% (n = 350,000) | AID 686996;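 active = mean inhibition across replicates at least about 35%, with every replicate also reaching that limit, limit read from the data; inconclusive = only one of the two criteria met; inactive = neither criterion met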;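 also: 0% = median of neutral control wells and 100% = no fluorescence left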
Target sequence (P55212 24-179 limits assumed): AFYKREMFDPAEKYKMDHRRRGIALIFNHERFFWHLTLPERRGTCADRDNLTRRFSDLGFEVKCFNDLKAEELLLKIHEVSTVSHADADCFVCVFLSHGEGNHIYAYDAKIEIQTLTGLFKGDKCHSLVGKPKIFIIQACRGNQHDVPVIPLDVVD
Target sequence (P55212 194-293 limits assumed): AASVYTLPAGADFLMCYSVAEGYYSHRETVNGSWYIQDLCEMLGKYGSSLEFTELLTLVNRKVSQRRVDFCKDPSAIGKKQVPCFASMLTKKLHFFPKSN
EWS-Fli inh = blocks EWS/Fli oncoprotein-driven transcription. inhibition, % at 12.6 µM. actives 0.67% (n = 350,000). A673 NR0B1-luciferase reporter, viability-normalised;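 active = mean inhibition of at least 50% after viability correction, with every replicate also passing that limit; inconclusive = mean reaches 50% but only one of two replicates passes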;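 also: firefly luciferase signal divided by Alamar Blue viability fluorescence both relative to DMSO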
ARNT TACC3 PPI = disrupts binding between human ARNT and TACC3. inhibition, % at 9.99 µM. actives 0.66% (n = 390,000). Q9Y6A5. AlphaScreen His-ARNT PAS-B/GST-TACC3 binding, luminescence; TACC3 fragment carries E629A point mutation. AID 623870;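 active = mean inhibition of replicates at least 50% and at least half of replicates each reaching 50%; inconclusive = half or more replicates reach 50% but mean below 50%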;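 also: 0% = complete ARNT plus TACC3 wells and 100% = ARNT alone without TACC3; many hits fall short of the cut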
DENV2 CPE rescue = DENV2-induced cell death inhibition | actives 1.7% (n = 350,000) | DENV2-infected cells, cytopathic effect rescue, plate reader | CPE inhibition, % at 9.99 µM | AID 651640; in the data active = CPE inhibition above about 20%, passing the limit was not always enough; inconclusive = no clear call, values can overlap the other calls; tested in BHK-21 cells;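 also: 0% = median of neutral control wells and 100% = median of positive control wells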
Numbers without * were called inactive; ? = inconclusive; . = not tested or not shown. No enrichment for hits; about 4.9% have a hit in one of these screens.

Order of values: SIRT5 inh	LGR2 inh	PAX8 inh HTS	Casp6 inh	EWS-Fli inh	ARNT TACC3 PPI	DENV2 CPE rescue
- O=[N+]([O-])c1ccc(C[n+]2cc(-c3ccc(Cl)c(Cl)c3)n3c2CCCCC3)cc1
    0	1	12	4	4	1	-6
- CC(C)n1nc(C(=O)NNC(=O)c2ccncc2)c2ccccc2c1=O
    3	-3	-11	-2	3	-2	-7
- CCCCCCCCC1CC(C(=O)Nc2ccccc2)C(=O)O1 (centres undefined)
    -3	1	20	-3	5	0	3
- Cc1nc(Cc2nnc(SCC(=O)N3CCN(c4ccc(F)cc4)CC3)o2)cs1
    0	6	4	3	-2	-2	-10
- CCN(CC)C(=O)COc1coc(CN2CCN(c3cccc(Cl)c3)CC2)cc1=O
    -1	-3	-3	9	1	-5	0
- CCOC(=O)N/N=C/c1c(C)nn(-c2ccccc2Cl)c1Cl
    .	-39	-156	.	.	-8	.
- CC(C)N(C(C)C)S(=O)(=O)c1ccc(Cl)nc1
    0	-31	-10	-9	-2	-15	-3
- Nc1ncnc2c1ncn2[C@@H]1O[C@H](C(=O)N2CCCN(Cc3ccccc3F)CC2)[C@@H](O)[C@H]1O
    -2	5	-2	0	9	.	1
- CCN1C(=NCc2ccccc2)N[C@@H](c2ccccc2)[C@H](C(=O)OC)[C@H]1C
    .	-3	-11	2	-6	-27	-14
- CC(C)n1c(=O)c2ccccc2n1Cc1cn(C2CCCC2)nn1
    -11	5	-4	-10	-4	.	7
- CCC(C)NC(=O)CC(NS(=O)(=O)c1ccc(NC(C)=O)cc1)C(C)C (centres undefined)
    -1	9	-8	-2	4	-2	12
- O=C(NCCCNC(=O)c1ccc(F)cc1)c1ccc(F)cc1
    -1	-2	20	6	5	-6	-3
- Cc1cccc(C(=O)N/N=C/c2cc(Br)c(Br)o2)c1
    .	-41	-20	.	.	-6	.
- CC(=O)N(C)C[C@@H]1Oc2cc(-c3ccc(F)cc3)ccc2S(=O)(=O)N([C@H](C)CO)C[C@@H]1C
    -2	-6	.	0	3	-27	0
- CCC(=O)Nc1ccc2c(c1)C(=O)N(C)[C@H]1CC[C@@H](CC(=O)NCc3ccccc3)O[C@@H]1CO2
    -8	-8	0	-2	3	-6	-2
- O=C1NC[C@H](Cc2ccc(O)cc2)N(C[C@@H]2CCCN2C[C@H](Cc2ccccc2)N2C[C@H](Cc3ccccc3)N(CC3CCCCCC3)C(=O)C2=O)C1=O
    -2	-14	10	0	11	.	7
- C=CCN=C1S/C(=C/c2ccc([N+](=O)[O-])cc2)C(=O)N1CC=C
    1	-39	-8	4	4	-15	-11
- Cn1c(Nc2cccc(Cl)c2)nc2ccccc21
    .	-28	-121	-1	-128	9	13
- O=C(NC1CCCC1)c1cc(-c2ccccc2O)on1
    -1	-99	-136	2	-125	-1	2
- Nc1nc(-c2ccccc2)c(N=Nc2cccc3ccccc23)s1
    10	-12	12	0	7	18	-3
- C/C(=C\C(=S)Nc1ccccc1)Nc1ccc2ccccc2c1
    -8	-29	-19	-1	-31	1	11
- COC(=O)c1nc(NC(=O)c2ccc(C(C)(C)C)cc2)n[nH]1
    3	-3	-4	6	0	9	0
- Cc1ccc(S(=O)(=O)Nc2cc(=O)[nH]c(SCC(=O)Nc3ccccc3Cl)n2)cc1
    4	5	-2	1	10	-5	5
- Cc1ccc(S(=O)(=O)N2CCOCC2)cc1C(=O)Nc1ccc(C(N)=O)cc1
    -3	10	-11	3	6	1	-3
- CCCCOC(=O)/C=C\C(=O)NC(N)=O
    -7	1	10	2	-11	0	1
- Cc1c(C#N)c(N)nc2c3c(sc12)NC(=O)CC3c1ccccc1 (centres undefined)
    .	5	2	.	16	-2	.
- Nc1c(N(CCO)C(=O)/C=C/c2ccco2)c(=O)[nH]c(=O)n1Cc1ccccc1
    1	21	12	6	-12	-4	.
- C[C@@H]1CCCCO[C@@H](CN(C)C(=O)Nc2ccccc2)[C@@H](C)CN([C@@H](C)CO)C(=O)c2cc(NC(=O)CCC(F)(F)F)ccc2O1
    1	-2	.	-4	3	.	?
- C=CCN(c1ccccc1)S(=O)(=O)c1cccc(C(=O)NCC(c2ccc(OC)cc2)N2CCCCC2)c1 (centres undefined)
    2	7	16	5	22	14	-2
- Cc1ccc(C(C)NC(=O)Cn2nc(C)c([N+](=O)[O-])c2C)cc1 (centres undefined)
    .	11	29	.	.	-4	.
- C/C(=N\NC(=O)Cc1ccc(F)cc1)c1ccc(O)cc1
    -3	-19	-15	0	15	1	-4
- Nc1ccc(C23CC4CC(CC(C4)C2)C3)cc1
    -4	.	-12	-8	0	-16	-1
- CN(Cc1ccc(F)cc1)C(=O)CNC(=O)C1CCCCC1
    -20	10	18	-1	2	1	2
- O=C(NCC[C@@H]1CC[C@@H](NC(=O)C2CCCC2)[C@H](CO)O1)c1cc(Cl)cc(Cl)c1
    0	5	17	2	2	-3	-4
- NNC(=O)c1cc(-c2ccco2)[nH]n1
    2	-4	-6	2	-6	.	-1
- Cc1c(C(=O)Nc2ccc(S(=O)(=O)N3CCOCC3)cc2)cccc1[N+](=O)[O-]
    4	32	-8	5	-17	4	-5
- O=C(O)CSc1nnc(-c2ccc(Cl)cc2Cl)n1-c1ccc(Br)cc1
    -2	14	0	3	0	5	1
- O=C1O[C@@H](c2ccccc2)[C@@H](c2ccccc2)N2[C@@H](c3ccc(O)cc3)[C@]3(C(=O)Nc4ccc(C#CC5(O)CCCCCC5)cc43)[C@@H](C(=O)NC[C@H](O)c3ccccc3)[C@H]12
    7	.	.	1	1	9	1
- Cc1ccc(-c2nnc(N3CCOCC3)c3ccccc23)cc1S(=O)(=O)NCc1cccnc1
    -3	-14	6	1	-2	20	4
- CCc1ccccc1NC(=O)COC(=O)c1c(C)nsc1NC
    2	6	14	-2	14	.	-7
- O=C(CNC(=O)c1ccc2ccccc2c1)NCc1ccccc1F
    -2	-3	0	1	2	-3	-2
- COc1ccc(NS(=O)(=O)c2ccc(-n3cnnn3)cc2)cc1OC
    3	4	29	0	7	15	-2
- COc1ccc(C#Cc2ccc3c(c2)[C@@H]2[C@@H](CCN2S(=O)(=O)c2cccc(OC)c2)[C@@H](CO)N3)cc1
    1	-7	27	-1	-5	5	14
- O=C(Nc1ccccc1)N[C@H]1CC[C@@H](CCNS(=O)(=O)c2ccccc2F)O[C@@H]1CO
    6	8	-2	-1	5	5	-6
- Cc1sc(NC(=O)c2ccco2)c(C(c2ccccc2)N2CCC(C)CC2)c1C (centres undefined)
    18*	-4	8	-1	28	8	-3
- CCN(CC)C(=O)Cn1cc(S(=O)(=O)CC(=O)NCc2ccc3c(c2)OCO3)c2ccccc21
    0	-12	-16	1	4	-30	1
- COCC#Cc1cnc2c(c1)C(=O)N([C@@H](C)CO)C[C@H](C)[C@@H](CN(C)C)O2
    5	17	.	3	-5	-2	3
- C[C@H](O)[C@@H]1CN2CCc3ccc(-c4ccc5c(c4)OCO5)cc3[C@@H]2C[C@@H]1N(C)Cc1ccccc1
    -1	-7	-2	-6	-2	.	3
- COc1ccc(-c2ccc3c(c2)O[C@H](CN(C)Cc2ccccc2C(=O)O)[C@H](C)CN([C@H](C)CO)S3(=O)=O)cc1
    .	-21	.	4	-2	8	-3
- C[C@@H]1CN([C@H](C)CO)C(=O)c2cc(NS(C)(=O)=O)ccc2O[C@H]1CN(C)Cc1ccc(Oc2ccccc2)cc1
    7	3	19	0	-1	10	-12
- O=c1nc2n(c3ncccc13)CCC2
    0	-9	.	1	-5	-10	1
- CC(C)c1ccccc1-n1c(SCC(=O)c2ccc3c(c2)NC(=O)CO3)nc2ccccc2c1=O
    -1	.	?	-1	19	-7	17
- Cc1cccc(C)c1NC(=O)NC1(C(=O)NCc2ccncc2)CCCCC1
    -2	-5	7	-4	-9	-4	5
- COc1ccc(NC(=S)NCCN2CCC(C)CC2)cc1
    -3	-6	7	-1	-8	-14	.
- COCC(=O)Nc1ccc2c(c1)[C@H]1C[C@@H](CC(=O)NCc3cccnc3)O[C@@H](CO)[C@H]1O2
    -5	-11	4	0	1	2	3
- CC(=O)N(C)C[C@H]1Oc2cc(-c3cncnc3)ccc2S(=O)(=O)N([C@@H](C)CO)C[C@@H]1C
    -2	-4	.	-1	-10	4	-7
- O=C(COC(=O)Cn1nnc2ccccc21)Nc1ccccc1Br
    -2	-11	-6	2	3	-2	5
- COc1ccc(NC(=O)N(C)C[C@@H]2OCCCC[C@H](C)Oc3ccc(NS(=O)(=O)c4ccc(C)cc4)cc3C(=O)N([C@H](C)CO)C[C@@H]2C)cc1
    4	4	6	3	13	-4	-6
- CCN(CC)C(=O)c1sc2[nH]c(=S)n(-c3ccccc3)c(=O)c2c1C
    -3	-4	.	3	0	-5	3
- Cc1cc2c(c(C)c1CCO)C(=O)[C@H](C)C2
    -1	.	.	-1	-9	-5	13

Continued:
Order of values: SIRT5 inh	LGR2 inh	PAX8 inh HTS	Casp6 inh	EWS-Fli inh	ARNT TACC3 PPI	DENV2 CPE rescue
- COCCN(CCOc1cc(C)cc(C)c1)Cc1ccc(Cl)cc1
    -8	-13	3	0	13	-18	3
- Brc1ccc2c(c1)C(c1cccnc1)=NNC(c1cccs1)=N2
    .	-2	1	.	.	14	.
- C/C(Cl)=C\CSc1nnc2n(N)c(=O)c3ccccc3n12
    1	.	.	-2	.	8	.
- C[C@@H]1CN([C@H](C)CO)C(=O)c2cc(C3=CCCCC3)cnc2O[C@H]1CN(C)Cc1cccc(F)c1
    10	2	.	1	13	0	7
- C[C@H](CO)N1C[C@H](C)[C@@H](CN(C)C(=O)c2ccc(F)cc2)Oc2ncc(C#CCN(C)C)cc2C1=O
    3	8	.	-14	-8	7	-1
- CC1=CC(C)(C)N(C(=O)CN2C(=O)c3ccccc3C2=O)c2ccccc21
    -1	2	.	-1	8	3	-1
- S=C(NCc1ccc(Cl)cc1)NC1CCCCC1
    .	4	-15	.	.	3	.
- CC(C)NC(=O)Nc1ccc2c(c1)C(=O)N([C@@H](C)CO)C[C@H](C)[C@H](CN(C)C(=O)c1ccccc1)OCCCC[C@@H](C)O2
    3	7	4	-1	5	-3	.
- CCCN(C)C[C@@H]1Oc2cc(C#CC(C)(C)O)ccc2S(=O)(=O)N([C@H](C)CO)C[C@@H]1C
    1	9	.	-3	12	-5	2
- CC(C)CC#Cc1ccc([C@H]2[C@H]3CN(C(=O)c4ccc5c(c4)OCO5)CCCCN3[C@H]2CO)cc1
    2	17	41	1	8	6	-2
- Cc1ccc(NC(=O)CSc2nnc(-c3ccncc3)n2C)cc1S(=O)(=O)N1CCOCC1
    -2	1	9	-5	-4	6	5
- Cc1ccnc(Nc2nc(-c3ccc(Cl)cc3)cs2)c1
    -1	-56	-204	-1	-105	-6	1
- COc1ccc(NS(=O)(=O)c2ccc(NC(=S)NC(=O)/C=C/c3ccc(C)cc3)cc2)nn1
    .	18	8	.	.	-4	.
- COc1cc(O)c(C(CCN2CCCC(C)C2)c2ccc(N(C)C)cc2)c(OC)c1 (centres undefined)
    .	9	7	-4	7	23	-14
- Cc1ccccc1OCC(=O)N1CCC2(CC1)CC(=O)c1ccccc1O2
    -1	-6	8	-3	7	-15	-5
- Cc1ccccc1N1CCN(C2CCCN(C(=O)c3snnc3C)C2)CC1 (centres undefined)
    -4	20	16	-3	16	8	-3
- CC(C)c1nc(SCC(=O)c2c[nH]c3ccccc23)n[nH]1
    2	-10	33	-3	4	-2	1
- COc1ccc(-c2cc3nc(-c4ccccc4)cc(N4CCN(C(=O)c5ccccc5)CC4)n3n2)cc1
    -10	7	40	2	9	.	-15
- CC[C@@]1(C(=O)OC)N[C@H](CN(C)C(=O)Nc2ccccc2)[C@@H]2C(=O)N(C)C(=O)[C@@H]21
    -1	-15	-15	-4	-4	-6	0
- CC(C)CC(NC(=O)C1CCC(C)CC1)C(=O)NCCN1CCOCC1 (centres undefined)
    0	0	13	-1	1	-4	0
